TCR-CD3 inh: inhibitors of human TCR-CD3 interaction, primary screen, biochemical, fluorescence, TAMRA-labeled TCR probe | T-cell receptor (TCR) | inhibition, % at 9.4 µM | 360,000 compounds, 0.37% hits; in the data active = inhibition above about 19%;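 also: recombinant mutant TCR 2C K166C tagged with TAMRA read by polarization; 0% = receptor in buffer alone and 100% = receptor with positive control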
mABHD4 FP: ABHD4 inhibitors, primary screen, biochemical, fluorescence polarization, mouse; AID 720543, 2013; 370,000 compounds, 0.54% hits; inhibition, % at 8.92 µM; purified mABHD4, FP-Rh probe fluorescence polarization;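 active = inhibition exceeding the mean over every tested compound plus 3 SD, cut at about 30% in these data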;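 also: 0% = plate median of compound wells and 100% = S159A mutant with DMSO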
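Material: mouse ABHD4 enzyme, wild type; Benchmarks: S159A mutant high control, sample median low control; Buffer or medium: HEPES pH 7.0, NaCl, Pluronic buffer; Signal: fluorescence polarization; Read-out: percent inhibition of probe binding, normalized to plate controls; Timing: pre-incubation 45 min, probe exposure 60 min, at 25 °C; Dosing: 8.92 µM, single dose.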
GC-B act: human GC-B receptor activators, primary screen, HEK293 GC-B cells, cGMP TR-FRET, EC30 CNP; Atrial natriuretic peptide receptor 2 (Homo sapiens), P20594; 0% at EC30 CNP, 100% saturating CNP; AID 1920062, 2024; activation, % at 10 µM; 370,000 compounds, 0.11% hits;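 active = activation at 10 µM reaching about 35% in either raw or pattern-adjusted values, limit read from the data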
MBD2 DNA inh: inhibitors of MBD2 binding to methylated DNA, primary screen, biochemical, TR-FRET, DNA-binding domain, human; MBD2 binding to methylated oligonucleotide; inhibition, % at 4.4 µM; 370,000 compounds, 0.31% hits; AID 686964, 2013; in the data active = inhibition above about 13%
HTRA1 inh: HTRA1 serine protease inhibitors, primary screen, biochemical, fluorescence polarization, HTS; Q92743; recombinant HTRA1, FP-rhodamine activity-based probe; inhibition, % at 5.96 µM; 340,000 compounds, 0.5% hits; AID 504803, 2011; in the data active = inhibition above about 36%;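 also: 0% = enzyme with DMSO and 100% = wells lacking enzyme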
Target sequence (Q92743 whole entry, looked up): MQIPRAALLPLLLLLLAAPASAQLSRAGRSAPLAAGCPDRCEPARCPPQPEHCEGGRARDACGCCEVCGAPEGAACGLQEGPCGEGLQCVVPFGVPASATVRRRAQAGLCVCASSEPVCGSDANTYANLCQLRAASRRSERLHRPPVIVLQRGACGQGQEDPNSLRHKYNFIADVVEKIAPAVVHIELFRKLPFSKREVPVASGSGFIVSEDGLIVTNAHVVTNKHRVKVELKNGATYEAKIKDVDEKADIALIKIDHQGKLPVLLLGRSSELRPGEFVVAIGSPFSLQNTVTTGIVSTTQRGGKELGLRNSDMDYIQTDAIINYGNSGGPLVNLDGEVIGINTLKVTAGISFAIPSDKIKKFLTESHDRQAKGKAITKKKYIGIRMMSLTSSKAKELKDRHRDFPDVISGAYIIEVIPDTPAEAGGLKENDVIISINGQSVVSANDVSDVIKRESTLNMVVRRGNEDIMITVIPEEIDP
TDP2 absorb: human TDP2 enzyme inhibitors, primary screen, biochemical, epi absorbance, recombinant enzyme. 370,000 compounds, 0.34% hits. Tyrosyl-DNA phosphodiesterase 2 (Homo sapiens), O95551. inhibition, % at 12.8 µM. T5PNP hydrolysis, p-nitrophenol absorbance 415 nm;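 active = inhibition above the mean of all tested compounds plus 3 SD, set per campaign, cut at about 25% in these data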;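 also: 0% = DMSO with enzyme and 100% = buffer with substrate but no TDP2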
Target sequence (O95551 whole entry, looked up): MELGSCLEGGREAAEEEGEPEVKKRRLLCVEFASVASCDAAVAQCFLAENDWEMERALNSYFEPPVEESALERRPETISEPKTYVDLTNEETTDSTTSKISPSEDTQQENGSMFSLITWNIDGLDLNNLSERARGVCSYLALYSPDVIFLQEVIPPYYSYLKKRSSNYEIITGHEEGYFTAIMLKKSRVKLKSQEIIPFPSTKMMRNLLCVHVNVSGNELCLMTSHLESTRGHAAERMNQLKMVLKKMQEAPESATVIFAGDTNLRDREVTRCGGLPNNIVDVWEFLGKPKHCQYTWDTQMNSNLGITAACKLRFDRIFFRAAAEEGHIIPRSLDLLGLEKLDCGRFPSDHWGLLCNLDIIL
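Evaluation: % inhibition relative to enzyme-containing and enzyme-free wells. Material: recombinant human TDP2. Benchmarks: enzyme-free and DMSO wells. Timing: enzyme reaction with compound for 2 h at 37 °C. Compound dosing: 12.8 µM only. Measured by: p-Nitrophenol epi absorbance. Reagent: T5PNP substrate at 5 mM, a TopII-DNA adduct mimic. Replication: single well per compound.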
SIAE inh: human SIAE inhibitors, primary screen, biochemical, fluorescence polarization, FP-Rh probe, 1536-well HTS | Sialate O-acetylesterase (Homo sapiens), Q9HAT2 | 370,000 compounds, 0.69% hits | inhibition, % at 9.66 µM | SIAE FP-Rh probe binding;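 active = inhibition above a cutoff: mean of compounds within the control limits plus 3 SD of those, cut at about 17% in these data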;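 also: 0% = plate median of compound wells and 100% = probe without SIAE protein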
PRMT1 inh: PRMT1 methyltransferase inhibitors, primary screen, biochemical, fluorescence polarization; inhibition, % at 2.79 µM; recombinant PRMT1, activity-based probe fluorescence polarization; 370,000 compounds, 1.3% hits; AID 652257, 2013;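 active = inhibition above about 21% made by adding two undisclosed values, limit read from the data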
rCAG binder: binders of r(CAG) RNA repeats, primary screen, biochemical, fluorescence. r(CAG) RNA repeat, TO-PRO-1 dye displacement fluorescence. inhibition, % at 3 µM. 370,000 compounds, 1.3% hits. AID 651821, 2012;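 active = inhibition above the plate cutoff, the mean of all test compounds on that plate plus 3 SD, cut at about 35% in these data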;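 also: 0% = DMSO alone and 100% = 100 µM mitoxantrone as full dye displacement; higher means more dye released from RNA so lower well fluorescence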
LEDGF integ inh: blockers of LEDGF/p75-dependent integrase strand transfer – biochemical, TR-FRET, high throughput, primary screen | HIV-1 integrase (with human LEDGF/p75) | TR-FRET IN-LEDGF/p75 DNA integration, Eu/Cy5 | inhibition, % at 3.7 µM | 370,000 compounds, 0.64% hits;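 active = inhibition above the screen-wide mean plus 3 SD, cut at about 13% in these data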;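 also: signal is the Cy5 over europium emission ratio at 671 and 618 nm; 0% = plate median of compound wells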
* hit, by the source's call; . = not tested or not shown. Not all compounds are listed, so the mix of outcomes need not match the whole.

mol	TCR-CD3 inh	mABHD4 FP	GC-B act	MBD2 DNA inh	HTRA1 inh	TDP2 absorb	SIAE inh	PRMT1 inh	rCAG binder	LEDGF integ inh
Cc1c(Cl)ccc2c(C(=O)Nc3cc(C(C)(C)C)on3)cc(-c3ccccn3)nc12	5	-4	2	-1	7	-2	-14	-1	5	3
Cc1ccc(N(C(C)C(=O)Nc2ccc3c(c2)OCO3)S(C)(=O)=O)cc1 (stereo unspecified)	-1	3	2	-5	1	4	5	0	2	3
Cc1ccc(NC(=O)CN2C(=O)S/C(=C/c3ccncc3)C2=O)cc1	10	3	-4	-3	1	1	-1	6	4	-1
Cc1sc2ncn(C(C)C(=O)OC3CCCCC3)c(=O)c2c1C (stereo unspecified)	5	0	-13	-4	-4	-2	2	-1	-5	1
CS(=O)(=O)N(CC(=O)N1CCN(Cc2ccc3c(c2)OCO3)CC1)C1CCCCC1	1	-2	0	1	3	0	-3	2	-8	-1
Cc1cc(C(=O)O)oc(=O)c1	5	0	1	-2	-4	5	-1	3	0	-1
CN(CCc1ccccc1)C(=O)c1ccc(NC(=O)Cc2ccc(NC(=O)C3CCCN(C(=O)C4CCCCC4)C3)cc2)cc1 (stereo unspecified)	5	-5	0	-1	-17	10	-14	0	5	3
O=C(COc1ccccc1Cl)Nc1cnn(Cc2ccccc2)c1	-4	2	-1	-1	-10	-10	-3	-1	2	1
CCOC(=O)C1=C(O)C(=O)N(c2ccc(S(N)(=O)=O)cc2)C1c1ccccc1 (stereo unspecified)	5	5	-2	-8	5	5	6	0	5	3
CCc1ccc(NC(=O)CN(N=Nc2nonc2C)c2nonc2C)cc1	-7	-2	-2	-1	5	9	-3	0	0	2
O=C1c2cccn2CC2Cc3ccccc3N12 (stereo unspecified)	.	3	0	3	.	-6	-4	0	.	2
Cc1cc(CNC(=O)c2cc(-c3ccccc3)nc3ccccc23)nn1C	5	-4	8	-4	-5	12	-2	-2	-2	-2
CC(C)c1onc(C(=O)N2CCOCC2)c1[N+](=O)[O-]	-9	-11	3	-6	-1	-12	-4	-4	2	3
COc1cc(C(=O)OCc2ccc([N+](=O)[O-])cc2)cc(OC)c1OC	-1	7	4	4	2	-6	-1	0	-2	-2
CCn1c2ccccc2c2cc(C=Nn3c(-c4ccccn4)n[nH]c3=S)ccc21	.	-4	9	-7	.	1	4	3	14	-1
Cc1cc(C)nc(SSc2nc(C)cc(C)n2)n1	-4	15	11	-1	5	8	0	89*	-1	-3
CS(=O)(=O)N1CCN(c2nc3ccccc3s2)CC1	6	0	-1	3	-6	-6	7	1	-4	-4
CCN(CC)CCNC(=O)C1CCN(S(=O)(=O)c2c(C)noc2/C=C/c2ccccc2F)CC1	-3	-2	-5	-6	2	-7	1	-6	-5	0
Cc1ccccc1N1C(=O)C(Cl)=C(N2CCOCC2)C1=O	0	4	2	2	0	7	5	8	-2	-1
CCN1CCCC1CN(Cc1cc2c(C)cc(C)cc2[nH]c1=O)C(=O)NC1CCCCC1 (stereo unspecified)	5	7	21	-3	-11	-6	-3	0	2	2
Cc1ccc(S(=O)(=O)CCC(=O)Nc2ccc3nc(C)sc3c2)cc1	7	6	-1	-2	-1	-9	0	2	0	-1
CC1CCCCN1C(C(=O)O)c1ccccc1 (stereo unspecified)	-4	8	3	0	4	2	1	6	1	-2
COc1ccc(CC(=O)NCc2ccccc2)cc1OC	-4	0	-1	-2	1	2	2	-2	-3	6
O=C(COc1cccc2c1CCNC2=O)Nc1ccc(F)cc1	4	1	-9	4	-5	3	7	2	0	-2

3 of the entries above in order of their number in PRMT1 inh, smallest number first:
Molecule | PRMT1 inh
CC(C)c1onc(C(=O)N2CCOCC2)c1[N+](=O)[O-] | -4
Cc1ccc(S(=O)(=O)CCC(=O)Nc2ccc3nc(C)sc3c2)cc1 | 2
Cc1ccccc1N1C(=O)C(Cl)=C(N2CCOCC2)C1=O | 8

(continued)
mol	TCR-CD3 inh	mABHD4 FP	GC-B act	MBD2 DNA inh	HTRA1 inh	TDP2 absorb	SIAE inh	PRMT1 inh	rCAG binder	LEDGF integ inh
COc1ccc(-c2nnc(-c3cc4c(ccc5ccccc54)oc3=O)o2)cc1	-2	1	4	3	-7	8	-3	-3	2	1
O=C(CNC(=O)c1ccco1)N/N=C/c1cccs1	2	2	3	2	1	14	-4	6	0	0
OCCCCCN=c1cc(-c2ccccc2)oc2ccc(Cl)cc12	4	3	5	1	-8	-10	-1	-2	8	3
O=C(COc1ccc2ccccc2c1)NNC(=O)Cc1ccccc1	3	-9	-5	-2	-1	-1	-10	0	5	0
Nc1nc(SCc2ccccn2)c2ncn(C3CCCC3)c2n1	4	3	8	-3	0	-8	2	-2	2	-2
Cc1cn2c(-c3ccc(Cl)cc3)nnc2s1	0	3	2	-2	-6	2	-9	-2	2	-3
CCOc1ccc(NC(=O)COc2ccc(C(=O)NCC3CCCO3)cc2OC)cc1 (stereo unspecified)	-11	5	1	-2	4	12	11	-2	-3	1
CCOC(=O)Cn1nc(-c2ccccc2)nc1-c1ccccc1	0	-1	4	-3	-2	-3	-3	0	-3	2
Cc1ccc(OCc2nnc(SC(C)C(=O)O)n2-c2ccccc2)cc1 (stereo unspecified)	4	-2	-4	-1	3	0	-2	0	6	1
O=C(Nc1nnc(SCc2cccc3ccccc23)s1)C1COc2ccccc2O1 (stereo unspecified)	6	-43	-1	4	-74	7	-28	1	50*	0
COc1cc(NC(=O)C(C)C)ccc1NC(=O)c1ccco1	5	-6	0	-2	2	4	1	0	-3	5
CCN1CCN(Cc2ccc(NC(=O)c3ccc(C)c(NC(=O)c4nccn4C)c3)cc2C(F)(F)F)CC1	-4	-14	5	8	-1	-2	0	-1	1	4
C=C(C)CNC(=S)Nc1cccc2cnccc12	1	-3	4	-6	5	8	0	-1	0	-2
CNC(=S)N/N=C/c1ccc2c(c1)OCCO2	6	-4	0	-2	-6	-10	4	1	2	-4
Cc1cccc(C(=O)N2CCC(C)(C(=O)NS(=O)(=O)C3CC3)C2)c1C (stereo unspecified)	4	0	4	3	.	-10	-6	-2	3	-4
Cc1ccc(C)c(N(Cc2ccccc2F)S(C)(=O)=O)c1	2	-7	-6	-4	6	-21	-6	-2	1	0
C/C(=N/NC(=O)CSc1nc2ccccc2n1C)c1ccco1	6	2	-4	-5	2	6	2	-2	1	1
CCC(C#Cc1ccccc1)NCc1ccc(OC)cc1OC (stereo unspecified)	.	0	-27	0	.	-16	-5	-7	.	7
CC1(C)Cc2c(c(-c3ccccc3)[nH]c(=O)c2C#N)CO1	-6	2	4	3	-3	4	2	-1	0	-2
CCN(CC)C(=N)/C(C#N)=N/Nc1ccc(C)cc1	-5	-4	0	2	-2	-9	3	4	-1	1
CCN1CCc2c(C#N)c(NCc3ccccc3)nc(N(CC)CC)c2C1	0	6	-5	2	-7	-7	3	-1	-11	1
CC(C)NC(=O)/C(C#N)=C/c1ccc2c(c1)OCCO2	1	5	-1	4	0	18	3	-4	2	-2
CC(C)NS(=O)(=O)c1ccc(NC(=O)C(C)OC(=O)CCC(=O)c2cccs2)cc1 (stereo unspecified)	1	1	3	-4	5	-1	9	1	3	-1
CC(=O)N1CCN(c2ccccc2NC(=O)c2cc3ccccc3o2)CC1	3	2	8	3	-9	-3	-5	5	-6	0
CC(C)CC[C@@H](O)[C@](C)(O)C1CC[C@@]2(O)C3=CC(=O)[C@@H]4C[C@@H](O)[C@@H](O)C[C@]4(C)C3CC[C@]12C (stereo partly specified)	1	10	2	6	6	5	7	2	-1	2
COc1ccccc1NC(=O)c1ccc(-c2nn(C)c(=O)c3ccccc23)cc1	-1	-2	-3	-1	-1	-13	-1	2	-3	-6
CCC1CCC(N2CCN(c3cccc(OC)c3)CC2)CC1 (stereo unspecified)	-3	-2	-1	-2	-1	4	-1	-1	-6	-2
COc1ccc(C(=O)NCC2CCN(C(=O)C(=O)c3cc4ccccc4o3)CC2)cc1	4	-1	-3	-3	.	4	0	-3	5	0
COC(=O)c1c(NC(=O)COC(=O)CCNS(=O)(=O)c2ccccc2)sc(C)c1C	9	-3	-3	2	-7	11	1	0	-1	3
Cc1cc(C)c(NC(=O)C(C)Sc2nc3ccc(N4C(=O)c5ccccc5C4=O)cc3s2)c(C)c1 (stereo unspecified)	-2	-2	10	-5	1	-2	-5	-3	7	5
CCOC(=O)c1ccc(CC(=O)c2oc3cc(O)ccc3c2C)o1	-2	2	2	-1	-4	1	-6	4	16	0
Cn1c(N)c(C(=O)COC(=O)COc2ccc(C#N)cc2)c(=O)n(C)c1=O	0	-1	-1	0	15	6	-2	0	0	0
